Dynein transport – inhibitors of GR-EGFP nuclear translocation, primary screen, dynein cargo transport inhibitor project, imaging, high-content, 3617.4 mouse cells. 220,000 tested, 0.47% active. z-score, hits read low. AID 1381, 2008. test concentration mostly 20 µM; stimulated with dexamethasone, 1 µM; stronger effect = lower value;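 active = plate z-score of nuclear minus cytoplasmic receptor signal below a set negative limit, without overly bright fluorescence or cell loss, cut at about -3.5 in these data, passing the limit was not always enough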;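 also: z-score of nuclear minus cytoplasmic ring GR-EGFP intensity difference per well; some compounds called inactive have numbers as strong as hits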
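Buffer or medium: tetracycline-free induction medium containing charcoal-stripped FBS / Reagent: dexamethasone agonist, 1.0 µM final, for 30 min / Technique: automated 10x imaging of fixed Hoechst-stained cells / Times: induction 48 h, compound 1 h, agonist 30 min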
KOR beta-arrestin-1 – KOR agonists, beta-arrestin recruitment, primary screen, cell-based, luminescence, uHTS (AID 1777). 280,000 tested, 0.02% active. Kappa-type opioid receptor (Homo sapiens). KOR beta-arrestin recruitment, luminescence; higher % means a stronger effect. one-dose activation, % at 10 µM; EC50 in µM for titrated hits; in the data active = activation above about 50%, passing the limit was not always enough; also: a part of the inactive calls stands beside numbers as strong as those of hits
AID2073 – inhibitors of Mint1-CaV2.2 protein interaction, biochemical, HTRF (AID 2073); Voltage-dependent N-type calcium channel subunit alpha-1B (Homo sapiens); HTRF protein-protein interaction, Mint1-CaV2.2; higher % means a stronger effect; inhibition, % at 20 µM; hits with a dose series show IC50 in µM; 290,000 tested, 0.19% active; in the data active = inhibition mostly above about 51%, no sharp cut-off; also: some results filed as inactive read as strong as hits
KOR beta-arrestin-2 – KOR antagonists, beta-arrestin recruitment, cell-based, luminescence, uHTS (AID 1778). Kappa-type opioid receptor (Homo sapiens). KOR beta-arrestin recruitment, luminescence, antagonist mode; higher % means a stronger effect. one-dose inhibition, % at 10 µM; IC50 in µM for titrated hits. 290,000 tested, 0.091% active; also: strong numbers were not always called active
NOD1 NF-kB reporter – NOD1 signaling inhibitors, primary screen, cell-based, luminescence, uHTS (AID 1578). NOD1-driven NF-kB luciferase reporter cells, luminescence; higher % means a stronger effect. inhibition, % at 4 µM, or EC50 in µM where a hit was titrated. 290,000 tested, 1% active; in the data active = inhibition mostly above about 36%, no sharp cut-off; inactive = mostly below about 34%;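 also: HEK-293T reporter cells stimulated with the NOD1 agonist gamma-tri-DAP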
HEK293 NOD2/NF-kB – NOD2 signaling inhibitors, cell-based, luminescence, uHTS, HEK293 (AID 1566). HEK293 NOD2/NF-kB luciferase reporter, luminescence; higher % means a stronger effect. inhibition, % at 4 µM; hits with a dose series show EC50 in µM. 290,000 tested, 0.63% active; also: many of its hits are not listed in these tables
GPR55 activation – GPR55 agonists via beta-arrestin recruitment, primary screen, imaging, U2OS cells, beta-arrestin-GFP redistribution (AID 1961). U2OS GPR55 beta-arrestin-GFP redistribution imaging; higher % means a stronger effect. one-dose activation, % at 10 µM; EC50 in µM for titrated hits. 290,000 tested, 0.048% active;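 active = activation above 40% with more than 50 cells counted in the well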;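 also: U2OS osteosarcoma cells stably expressing GPR55 and beta-arrestin-GFP; plate controls were DMSO negative control for no effect and LPI positive control for full effect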
P. falciparum M17LAP – P. falciparum M17LAP inhibitors, primary screen, biochemical, fluorogenic H-Leu-NHMec substrate, 1536-well (AID 1619); 220,000 tested, 0.38% active; Leucine aminopeptidase (Plasmodium falciparum (isolate 3D7)); one-dose inhibition, % at 30 µM; IC50 in µM for titrated hits; recombinant M17LAP, H-Leu-NHMec fluorogenic kinetic assay; higher % means a stronger effect;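 active = compound inhibiting the enzyme by more than half at any dose during confirmatory dose-response retesting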;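 also: plate controls were full reaction with DMSO carrier for no effect and no enzyme background for full effect; strong numbers were not always called active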
M1AAP inhibition – P. falciparum M1AAP inhibitors, biochemical, fluorogenic H-Leu-NHMec substrate, 1536-well (AID 1445); recombinant M1AAP, H-Leu-NHMec fluorogenic kinetic assay; higher % means a stronger effect; one-dose inhibition, % at 30 µM; IC50 in µM for titrated hits; Aminopeptidase N (Plasmodium falciparum (isolate 3D7)); 220,000 tested, 0.42% active;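 active = primary inhibition above the hit cutoff, then over 50% inhibition at one or more dose response concentrations, cut at about 23% in these data, passing the limit was not always enough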;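 also: plate controls were DMSO full reaction for no effect and no enzyme background for full effect; strong numbers were not always called active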
Dynein transport cytoplasmic EGFP – also measured in Dynein transport; calls as there; z-score; measured here: cytoplasmic GR-EGFP intensity; stronger effect = higher value
Dynein transport nuclear GR-EGFP – also measured in Dynein transport; calls as there; z-score; measured here: nuclear GR-EGFP intensity;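 lower value marks the stronger effect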
Dynein transport cell count – also measured in Dynein transport; calls as there; z-score; measured here: cell count per field
An asterisk follows results filed as active; · = not tested or not shown; [ ] = dose if it differs, or a comment. Rule as the data show it, unless noted: active = inhibition above about 50%; inactive = the rest.

SMILES	Dynein transport	Dynein transport cytoplasmic EGFP	Dynein transport nuclear GR-EGFP	Dynein transport cell count	KOR beta-arrestin-1	AID2073	KOR beta-arrestin-2	NOD1 NF-kB reporter	HEK293 NOD2/NF-kB	GPR55 activation	P. falciparum M17LAP	M1AAP inhibition
CC(C)OP(=O)(OC(C)C)C(O)c1cccnc1 (stereo unspecified)	0.94	-0.28	0.45	0.85	0.4%	19%	9%	-29%	6%	0.2%	4%	3%
N#CC[N+]1(CCCNP2(=O)C=C(c3ccccc3)OC(c3ccccc3)=C2)CCOCC1	-0.7	-0.32	-0.44	0.01	-8.6%	41%	-8%	-15%	14%	-0.3%	4%	6%
COc1cccc(CN2CCN(C(=O)COc3ccc4ccccc4c3)CC2)c1	-0.045	-0.17	0.098	0.87	15%	-8%	7%	8%	15%	0.2%	0%	-3%
CC(Cc1ccccc1Sc1ccccc1)N(C)C (stereo unspecified)	0.0031	-0.19	0.13	-0.58	-0.6%	-2%	-12%	-14%	5%	1.4%	-8%	-5%
Cc1ccc2c(c1)C(c1ccccc1)=NCC(=O)N2	·	·	·	·	3.9%	2%	-16%	-17%	4%	0.2%	·	·
CC(=NCc1ccc2c(c1)OCO2)c1c(O)n(-c2ccc(C)cc2)c(=O)[nH]c1=O	-0.5	-0.13	0.11	1.5	3.6%	-2%	1%	-4%	18%	-0.3%	14%	9%
CCOc1cc2c(cc1OCC)-n1cccc1C(c1ccccc1F)NC2 (stereo unspecified)	·	·	·	·	0.7%	8%	-5%	5%	0%	-0.1%	·	·
CCn1c(C)c(C(=O)NCCc2ccccc2)c2cc(OC)ccc21	·	·	·	·	3.8%	1%	9%	0%	16%	0.9%	·	·
CC(=O)Nc1cc(C(=O)N2CCC3(CC2)OCCO3)ccc1Sc1ccc(C)cc1	0.042	-0.14	-0.85	-0.27	2.3%	5%	3%	-13%	18%	-0.2%	23%	3%
CCCCC(=O)N/N=C/c1c(O)n(CC)c(=S)n(CC)c1=O	-0.84	-0.19	-0.12	-0.42	-1.4%	-10%	-10%	4%	18%	1.9%	48%	-4%
COc1ccc(-n2nc(C(=O)NCC(=O)N3CCC4(CC3)OCCO4)c3ccccc3c2=O)cc1	·	·	·	·	2.0%	4%	-21%	-47%	-53%	-0.2%	·	·
Clc1ccc(CNC2CN3CCC2CC3)cc1 (stereo unspecified)	0.54	-0.25	0.4	-1	0.9%	3%	14%	-24%	4%	0.1%	-16%	1%
O=C(NC(=O)N1CCC2(CC1)OCCO2)c1ccc(Cl)cc1	-1.5	-0.3	-0.64	1	-1.9%	-4%	-7%	-25%	2%	-0.3%	0%	7%
CCOc1ccccc1-n1c(O)c(C=Nc2c(C)n(C)n(-c3ccccc3)c2=O)c(=O)[nH]c1=O	-0.28	-0.13	0.45	0.48	3.0%	-4%	-17%	-18%	-10%	0.3%	24%	13%
Oc1cc2c(cc1CN1CCN(c3ccccc3)CC1)OCO2	·	·	·	·	3.3%	-6%	-26%	-40%	-8%	-0.1%	·	·
CCOc1cc(/C=C2\C(=O)NC(=O)N(C)C2=O)cc([N+](=O)[O-])c1O	-1.2	-0.19	-0.039	0.71	12%	1%	6%	-12%	8%	-0.3%	·	·
Nc1c2c(nc3sc4c(c13)CCCC4)CCCC2	-0.95	-0.15	-0.9	0.86	0.0%	-10%	9.8µM*	-45%	-55%	-0.1%	0%	3%
O=C(c1sc2ccccc2c1Cl)N1CCC2(CC1)OCCO2	-0.93	-0.3	-0.48	0.49	-2.9%	5%	-30%	-17%	-11%	-0.4%	-4%	2%
COc1ccc(CCNCC2CCCO2)cc1 (stereo unspecified)	·	·	·	·	6.4%	5%	-52%[20 µM]	1%	-9%	-0.3%	·	·
CCN(CC)P(=O)(c1n(CC)cc[n+]1CC)N(CC)CC	-0.038	-0.31	0.29	0.12	9.8%	-6%	-2%	1%	-4%	0.0%	4%	8%
Cc1ccc(NC(=O)Cc2cc(C(=O)O)c3ccccc3n2)c(C)c1	1.5	-0.23	1.2	-0.96	·	13%	-39%[20 µM]	7µM*	6.8µM*	-0.1%	1%	11%
O=C1NC(=O)N(c2ccccc2)C(=O)/C1=C/c1coc2ccc(O)cc2c1=O	-0.8	-0.21	-0.0065	-0.2	7.8%	14%	13%	-12%	5%	0.0%	31%	12%
CNC(=O)N(C)c1ccc(C(O)(C(=O)OC)C(F)(F)F)cc1 (stereo unspecified)	1.3	-0.11	0.51	-2.3	2.7%	5%	20%	3%	2%	-0.1%	-14%	0%
CCNC(=O)NNC(=O)C1CC(c2cccnc2)=NO1 (stereo unspecified)	0.066	-0.34	0.15	0.55	-0.7%	-8%	-81%[20 µM]	5%	7%	0.3%	-1%	0%
O=P(Oc1ccccc1)(Oc1ccccc1)N1CCN(c2ccc(F)cc2)CC1	-1.1	0.27	0.15	0.37	1.3%	2%	15%	2%	14%	-0.1%	-3%	0%
O=C(Nc1ccc(F)cc1F)c1cccnc1Oc1cccc(C(F)(F)F)c1	-0.94	-0.23	-0.96	0.85	1.1%	20%	-8%	2%	2%	0.0%	-1%	-3%
O=C(COC(=O)Cc1ccccc1)Nc1cc(S(=O)(=O)N2CCOCC2)ccc1N1CCCC1	-0.64	-0.19	-0.28	0.16	-1.2%	1%	-19%	30%	-2%	-0.2%	9%	9%
Cn1c(=O)c2c(nc(N/N=C/c3c(O)n(C4CCCCC4)c(=S)[nH]c3=O)n2C)n(C)c1=O	-0.88	-0.24	0.18	0.16	1.3%	2%	12%	3%	2%	0.4%	6%	-3%
N[C@@H](Cc1cc(Br)c(O)c(Br)c1)C(=O)O	2.6	-0.16	1.6	-0.69	1.2%	-13%	-23%	-17%	14%	0.5%	23%	33%
COc1ccc(CCNC(=O)COC(=O)Cc2ccccc2)cc1	-0.4	-0.27	-0.36	0.3	-4.7%	-7%	-3%	17%	7%	0.5%	9%	2%

Overlap with the part before: 5 entries; new compounds follow.
SMILES	Dynein transport	Dynein transport cytoplasmic EGFP	Dynein transport nuclear GR-EGFP	Dynein transport cell count	KOR beta-arrestin-1	AID2073	KOR beta-arrestin-2	NOD1 NF-kB reporter	HEK293 NOD2/NF-kB	GPR55 activation	P. falciparum M17LAP	M1AAP inhibition
O=C(Nc1ccc(F)cc1F)c1cccnc1Oc1cccc(C(F)(F)F)c1	-0.94	-0.23	-0.96	0.85	1.1%	20%	-8%	2%	2%	0.0%	-1%	-3%
O=C(COC(=O)Cc1ccccc1)Nc1cc(S(=O)(=O)N2CCOCC2)ccc1N1CCCC1	-0.64	-0.19	-0.28	0.16	-1.2%	1%	-19%	30%	-2%	-0.2%	9%	9%
Cn1c(=O)c2c(nc(N/N=C/c3c(O)n(C4CCCCC4)c(=S)[nH]c3=O)n2C)n(C)c1=O	-0.88	-0.24	0.18	0.16	1.3%	2%	12%	3%	2%	0.4%	6%	-3%
N[C@@H](Cc1cc(Br)c(O)c(Br)c1)C(=O)O	2.6	-0.16	1.6	-0.69	1.2%	-13%	-23%	-17%	14%	0.5%	23%	33%
COc1ccc(CCNC(=O)COC(=O)Cc2ccccc2)cc1	-0.4	-0.27	-0.36	0.3	-4.7%	-7%	-3%	17%	7%	0.5%	9%	2%
C#CC[N+]1(C)[C@@H]2CC(OC(=O)C(CO)c3ccccc3)C[C@H]1C(O)C2 (stereo partly specified)	·	·	·	·	3.7%	-8%	21%	-14%	3%	-0.1%	·	·
CC1CN=C(Nc2ccccc2)S1 (stereo unspecified)	-1.3	-0.21	-0.41	1.3	-3.3%	1%	-18%	18%	16%	-0.1%	-1%	5%
CN1CC(C(=O)c2ccccc2)C(C(=O)c2ccccc2)C1 (stereo unspecified)	1.2	-0.18	0.91	-0.41	0.6%	6%	-12%	·	-18%	-0.1%	1%	11%
CN(C)c1ccc(N=Cc2c(O)n(CCC3=CCCCC3)c(=O)[nH]c2=O)cc1	-0.73	-0.26	-0.15	1.2	2.7%	32%	15%	2%	6%	-0.2%	3%	-18%
CCOc1ccc(Cc2c(O)[nH]c(=O)[nH]c2=O)cc1	-0.47	-0.25	0.036	-0.072	0.0%	5%	30%	-19%	12%	-0.4%	7%	11%
CC1=C(C(=O)N2CCC3(CC2)OCCO3)C2(CCC(C)CC2)OC1=O (stereo unspecified)	0.49	-0.22	0.55	0.85	1.8%	-7%	12%	-24%	-11%	-0.1%	2%	-3%
O=C1NC(=O)N(Cc2ccccc2)C(=O)/C1=C/C=C/c1ccco1	-6*	1.2*	-2.4*	-1*	·	1%	-65%	·	·	·	8%	20%
COc1ccc(CC2c3cc(OC)c(OC)cc3CCN2C)cc1OC (stereo unspecified)	-0.45	-0.18	0.016	0.37	0.6%	2%	-13%	3%	6%	0.2%	-2%	2%
CCOc1ccc(NC(=O)C2C(C(=O)O)C3(Cl)C(Cl)=C(Cl)C2(Cl)C3(Cl)Cl)cc1 (stereo unspecified)	2.2	-0.088	1.6	-1.7	1.3%	-3%	6%	-18%	7%	-0.1%	<1µM*	4%
O=[N+]([O-])c1ccc(N2CCNCC2)cc1N1CCCCC1	1.2	-0.13	1.2	-1.1	-3.3%	-1%	-24%	-31%	16%	-0.1%	-3%	-3%
Cc1nc2c(c(C)nn2-c2ccccc2)c(C)c1CCC(=O)N1CCC2(CC1)OCCO2	0.81	-0.19	0.74	-0.48	5.8%	5%	35%	-9%	11%	0.0%	-13%	-3%
COP(=S)(OC)c1c(C)nn(CCC#N)c1NC(=O)c1ccc(Cl)cc1	·	·	·	·	0.2%	0%	-27%	-20%	-6%	-0.2%	·	·
CCCC(=O)c1ccc(CP(=O)(OCC)OCC)o1	0.15	-0.23	-0.33	0.23	0.0%	14%	19%	-9%	4%	0.4%	1%	3%

Bioassay records: PubChem BioAssay, several laboratories

A portion of the library (hit frequency here may not be typical).
